Bioassay records as filed in PubChem BioAssay.
V1aR counter: counter-screen for oxytocin receptor agonists: human V1a receptor agonists; P37288; CHO-V1R cells, Fluo-8 calcium fluorescence, agonist mode; 0% DMSO, 100% 3 nM vasopressin; 0.25% of 320,000 active; activation, % at 3 µM;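 active = activation above the mean activation of all tested compounds plus 3 SD, per screening run, cut at about 20% in these data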;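 also: signal is peak over basal fluorescence ratio across a 100 second FLIPR read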
IMP-1 inhibitor: inhibitors of Pseudomonas aeruginosa IMP-1 metallo-beta-lactamase; purified IMP-1, nitrocefin hydrolysis, epi-absorbance fluorescence; inhibition, % at 5.6 µM; 0.45% of 290,000 active; AID 1556;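 active = inhibition above the mean plus 3 SD of all compounds in the same screening run, cut at about 4.5% in these data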;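 also: 0% = IMP-1 with DMSO and 100% = DMSO wells lacking enzyme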
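System: purified IMP-1 / Input: IMP-1 dispensed at 0.2 nM / Medium: 50 mM HEPES pH 7.1, 50 µM ZnSO4, 0.05% Brij 35 / Timing: 15 min enzyme–compound preincubation, then 25 min nitrocefin reaction, 25 °C / Technique: plate fluorescence quenching by hydrolysis product, ex 480/em 530 nm / Repeats: singlicate testing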
NS3 helicase inh: blocks Hepatitis C virus NS3 helicase unwinding. NS3 helicase DNA unwinding, Cy5 molecular beacon fluorescence. inhibition, % at 10.9 µM. 0.56% of 290,000 active. AID 1800;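 active = inhibition above the mean of all tested compounds plus 3 SD, set per campaign, cut at about 35% in these data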;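 also: 0% = DMSO wells and 100% = thioflavine S control wells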
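System: NS3 helicase fragment of HCV / Schedule: 1 h at 25 °C / Control set: DMSO alone as 0% and 110 µM thioflavine S as 100% / Reagent: Cy5/quencher beacon DNA duplex and ATP to start / Technique: Cy5 fluorescence / Replication: singlicate / Evaluation: % inhibition of end-to-start signal ratio versus controls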
GPR7 antag: blocks human GPR7 receptor signaling. P48145. GPR7-expressing cells, fluorescence antagonist assay. inhibition, % at 4.4 µM. 1.1% of 290,000 active. AID 1861; in the data active = inhibition above about 16%, passing the limit was not always enough;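 also: cells stimulated with the agonist NPW; 0% = agonist with vehicle and 100% = vehicle without agonist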
Target sequence (P48145 whole entry, looked up): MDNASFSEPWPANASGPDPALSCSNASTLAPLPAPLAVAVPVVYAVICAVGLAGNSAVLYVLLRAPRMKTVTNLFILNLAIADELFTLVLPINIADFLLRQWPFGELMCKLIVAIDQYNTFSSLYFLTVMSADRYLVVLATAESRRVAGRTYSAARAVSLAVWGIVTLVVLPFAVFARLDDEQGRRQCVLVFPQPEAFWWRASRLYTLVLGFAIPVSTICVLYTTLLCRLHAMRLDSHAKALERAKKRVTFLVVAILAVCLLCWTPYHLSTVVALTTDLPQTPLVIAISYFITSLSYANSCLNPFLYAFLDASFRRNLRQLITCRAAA
FID counter: fluorescent intercalator displacement, NS3 helicase counter-screen; inhibition, % at 7.9 µM; AID 1845; DNA fluorescent intercalator displacement, fluorescence; 0.17% of 290,000 active; in the data active = inhibition above about 37%;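 also: 0% = vehicle and 100% = reference compound; higher means more ethidium bromide displaced from hairpin DNA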
OXTR agonist: activates the human oxytocin receptor; P30559; CHO-OTR cells, Fluo-8 calcium fluorescence; normalized: DMSO 0%, oxytocin 100%; activation, % at 3 µM; 0.32% of 320,000 active;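 active = activation above the mean of all tested compounds plus 3 SD, cutoff set per screening run, cut at about 20% in these data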;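 also: peak over basal fluorescence ratio from a 100 s FLIPR kinetic read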
Target sequence (P30559 whole entry, looked up): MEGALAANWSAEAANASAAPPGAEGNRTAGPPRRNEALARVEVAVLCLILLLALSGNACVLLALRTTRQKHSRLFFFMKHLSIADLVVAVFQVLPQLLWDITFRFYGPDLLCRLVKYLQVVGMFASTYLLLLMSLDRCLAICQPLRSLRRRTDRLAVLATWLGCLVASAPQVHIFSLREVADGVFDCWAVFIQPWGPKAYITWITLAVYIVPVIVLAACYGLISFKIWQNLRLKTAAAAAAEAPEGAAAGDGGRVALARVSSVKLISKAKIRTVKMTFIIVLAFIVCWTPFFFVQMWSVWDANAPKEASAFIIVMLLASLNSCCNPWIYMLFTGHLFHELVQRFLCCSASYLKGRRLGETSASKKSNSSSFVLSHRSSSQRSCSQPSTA
PHOSPHO1 inh: PHOSPHO1 (human) inhibition | Q8TCT1 | recombinant PHOSPHO1, absorbance phosphatase assay | inhibition, % at 13.3 µM | 1.1% of 290,000 active; in the data active = inhibition above about 60%
GalR3 antag: blocks the human galanin receptor 3; AID 651719; HEK293 GalR3-CNG cAMP membrane potential fluorescence; galR3 body fused to GalR1 C-terminus; 0.44% of 360,000 active; O60755; inhibition, % at 3 µM;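 active = inhibition above the screen-wide average plus 3 SD, cut at about 13% in these data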;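 also: forskolin and galanin both at EC90 stimulate the cells; cAMP rise reported by CNG channel membrane potential dye signal; 0% = forskolin plus galanin with DMSO and 100% = forskolin alone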
Target sequence (O60755 1-299 limits assumed): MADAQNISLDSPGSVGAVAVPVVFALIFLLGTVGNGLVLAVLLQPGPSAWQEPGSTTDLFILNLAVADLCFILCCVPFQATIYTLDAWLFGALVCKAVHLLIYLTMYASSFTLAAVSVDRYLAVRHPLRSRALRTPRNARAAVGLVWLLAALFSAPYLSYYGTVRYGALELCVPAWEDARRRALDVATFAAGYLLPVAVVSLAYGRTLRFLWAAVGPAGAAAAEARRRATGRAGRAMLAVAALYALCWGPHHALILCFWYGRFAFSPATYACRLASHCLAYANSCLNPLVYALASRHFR
VIM-2 inh: inhibitors of Pseudomonas aeruginosa VIM-2 metallo-beta-lactamase; purified VIM-2, nitrocefin hydrolysis, epi-absorbance fluorescence; inhibition, % at 5.6 µM; 0.89% of 290,000 active; AID 1527;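 active = inhibition above the mean of all tested compounds plus 3 SD, cutoff set per screening run, cut at about 7.5% in these data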;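 also: red hydrolysis product quenches plate fluorescence so inhibitors raise well fluorescence; 0% = enzyme with DMSO and 100% = DMSO without enzyme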
Numbers without * were called inactive; . = no result given.

SMILES	V1aR counter	IMP-1 inhibitor	NS3 helicase inh	GPR7 antag	FID counter	OXTR agonist	PHOSPHO1 inh	GalR3 antag	VIM-2 inh
COc1cc(-c2nnc(SCC(=O)O)n2-c2ccccc2)cc(OC)c1OC	-0.3	-1.0	-2	-8	-40	-0.5	20	-9	-0.3
COc1cc(C(CC(=O)N2CCN(c3ccccc3)CC2)c2c(OC)cc(OC)c3ccc(=O)oc23)cc(OC)c1OC (stereo unspecified)	0.4	.	.	.	.	-0.9	40	-2	.
OCCCNc1cc(-c2ccnc(Nc3cccc(Cl)c3)n2)ccn1	3.1	.	.	.	.	4.0	20	-10	.
O=C(CN(C(=O)Cn1nnc(-c2ccccc2F)n1)c1cccc2c1CCCC2)NCc1ccccc1	5.2	-2.4	-2	-2	-11	2.0	-2	-5	-3.4
CC1CC(C)CN(CCCCOc2ccc([N+](=O)[O-])cc2)C1 (stereo unspecified)	0.3	1.2	3	-3	21	1.4	-5	-5	-1.7
CC(C)Oc1ccc(C(=O)O)c(C(=O)O)c1	-0.1	-2.6	11	-4	-3	-0.9	20	-4	-3.4
Cc1cccc(-c2c3c(=O)n(C)c(=O)n(C)c3cn2-c2ccc(O)cc2)c1	-0.6	-2.5	5	-12	-1	0.5	.	-7	-0.7
COc1ccc(/C=c2\s/c(=C/C(=O)c3ccc(C)cc3)[nH]c2=O)cc1OC	6.6	2.6	59*	-4	-39	7.9	-2	-12	1.0
c1ccc(Cn2c(CNc3nc4ccccc4n3CCN3CCCCC3)nc3ccccc32)cc1	1.1	-3.1	-45	13	15	-2.7	-31	-9	-1.8
CN(C1CCCCC1)C(CNS(=O)(=O)c1ccc(Cl)cc1)c1ccccc1 (stereo unspecified)	-1.3	-2.1	-30	-9	16	-0.5	-1	-2	-1.4
CCOC(=O)C1CCCN(CCC(=O)Nc2ccccc2C)C1 (stereo unspecified)	0.9	-1.3	2	10	1	0.3	12	3	-4.7
CC(NCc1nc2ccccc2n1C)C12CC3CC(CC(C3)C1)C2 (stereo unspecified)	3.7	-2.8	-27	4	14	-2.0	29	4	-4.0
COC(=O)c1ccc(C[n+]2ccccc2)cc1	1.8	-3.1	-5	-2	2	0.9	-8	-9	-0.2
O=C(OCC(=O)c1c[nH]c2ccccc12)c1ccco1	3.1	3.1	-2	-8	-1	2.1	-14	-3	-0.8
Cc1cccc(Oc2coc3cc(OC(=O)c4cncc(Br)c4)ccc3c2=O)c1	0.9	-2.6	4	-7	3	0.6	10	-6	-3.4
CCN(CC)C(=O)CN1C(=O)c2cccc3cccc(c23)C1=O	0.6	-1.8	-2	-1	-1	-0.7	28	3	-1.6
CCC(C)NC(=O)Cn1c(-c2ccccc2)cc(C(C)=O)c1C (stereo unspecified)	-0.7	-1.8	9	-7	-8	-0.3	-7	-5	-3.1
CNC(=O)c1c(C)noc1C	0.4	-3.3	5	-1	3	0.2	40	2	-2.1
C=CCn1c(C(CCC(C)C)CC(C)(C)O)n[nH]c1=S (stereo unspecified)	-0.4	-3.5	-3	-10	-23	-0.8	45	-5	-2.0
Cc1ccc(NC(=O)C2CCCN(S(=O)(=O)c3cnc[nH]3)C2)c(Br)c1 (stereo unspecified)	0.3	-0.4	-1	-8	-1	0.2	10	5	-6.2
COC(=O)CSc1n[nH]c(=S)s1	1.3	-4.3	2	-12	-2	0.2	5	-4	-0.9
Cc1ccccc1Sc1ncnc2onc(C)c12	-0.8	-0.9	1	-2	1	-2.0	9	0	0.8
CCCCN(C(=O)c1ccccc1F)c1c(N)n(CCC)c(=O)[nH]c1=O	0.2	-0.1	-8	-2	-3	0.8	43	-6	-0.8
CC(=O)NC1C(OCc2ccccc2)OC(COC(C)=O)C(OC(C)=O)C1OC(C)=O (stereo unspecified)	-0.7	-2.6	2	-2	-4	-0.6	-4	-5	-1.0
Cc1ccc(C)c(-n2c(CNC(=O)c3ccco3)nnc2SCC(=O)Nc2nnc(C)s2)c1	0.5	1.4	-3	-13	-26	-0.8	44	.	-1.8
Cc1cc(C)cc(NC(=O)C2CCCN2S(=O)(=O)c2cccc3cccnc23)c1 (stereo unspecified)	13	-0.7	18	-7	-42	13	44	1	-1.7
NC(=S)NNC(=O)c1ccccc1Cl	0.7	-2.4	-2	-12	-8	0.1	-13	8	-4.2
Cc1ccc(NC(=O)N2CCC(NC(=O)c3ccco3)CC2)cc1	0.1	1.1	3	8	-13	0.2	18	-5	0.3
CCc1nc2n(n1)C(O)c1cc([N+](=O)[O-])ccc1S2 (stereo unspecified)	0.7	-2.6	5	-7	1	0.1	20	-1	-1.4
COc1cccc(N2C(=O)CC(N3CCC(C(N)=O)(N4CCCCC4)CC3)C2=O)c1 (stereo unspecified)	0.0	0.5	-3	-6	-4	1.6	-6	2	-1.3
Cc1nc2ccc(NC(=O)c3ccc(Br)o3)cc2s1	-0.8	-3.1	-4	-11	-4	-1.2	12	-4	-1.3
Cc1nn(C)c(C)c1/C=N/N=C1\CCC2C3CCc4cc(O)ccc4C3CCC12C (stereo unspecified)	8.8	-6.0	2	12	-5	11	-38	7	-2.4
CCN(CC(=O)N1CCN(c2ccccc2)CC1)S(=O)(=O)c1ccc(C)cc1	2.5	-0.8	-4	-5	-25	-0.4	-9	-3	-1.6
CC1(C)Cc2c(C#N)c(SCc3nc4ccccc4[nH]3)nc(N3CCOCC3)c2CO1	-0.9	-4.2	-2	-10	-26	-1.9	50	2	-3.8
Cc1nnc2n(Cc3ccccc3)c(=O)c3c4c(sc3n12)COC(C(C)C)C4 (stereo unspecified)	-1.0	-4.1	5	1	3	-2.0	46	0	-5.0
CC1CCCCC1NCC(=O)Nc1ccccc1-c1ccccc1 (stereo unspecified)	-0.3	-1.9	-7	-14	9	-1.9	-12	-5	-4.3
NNC(=O)CCc1nc2ccc(O)cc2[nH]1	-0.4	-3.5	1	0	1	-0.8	-8	-6	-3.0
COc1ccc2oc(=O)c(C(C)=O)cc2c1	0.0	0.8	8	9	-6	-1.3	11	1	-1.4
Cc1cc(S(=O)(=O)N2CCN=C2c2ccccc2)c(C)cc1Cl	0.6	-2.1	-8	-6	25	-0.6	-5	-3	-3.8
CCOc1ccc(NC(=O)CSc2nncn2C)cc1	0.8	-1.9	1	-18	-2	0.0	14	-12	-0.5
O=C1OC(Nc2nc(-c3ccc(F)cc3)cs2)c2ccccc21 (stereo unspecified)	.	0.3	13	0	-9	.	-42	3	0.5
C[C@H](NC(=O)c1nc[nH]c1C(=O)N[C@@H](Cc1ccccc1)C(=O)OCc1ccccc1)c1ccccc1	3.5	-2.1	-9	-50	-22	3.5	9	-2	-5.1
O=C(N1CCN(c2cccc(Cl)c2)CC1)C1(c2cccs2)CCOCC1	1.8	-1.5	-6	-3	-4	-2.2	-11	-11	-0.1
O=C(NCc1ccccc1Cl)c1ccc2nnsc2c1	1.1	-2.5	-3	10	0	-0.6	37	-3	-3.0
CNC(=O)NC(=O)C(C)N1CCN(C/C=C/c2ccccc2)CC1 (stereo unspecified)	0.1	-1.0	13	-2	3	0.3	24	-4	-5.8
CS(=O)(=O)Cc1cccc(C(=O)NN(c2ccccc2)c2ccccc2)c1	0.1	-3.7	5	-8	-7	0.3	28	6	-2.4
O=C(COc1ncnc2ccc(Br)cc12)NCc1ccco1	0.8	-1.6	-8	-2	0	-1.1	35	-1	0.9
Cc1c(O)ccc(-c2[nH]ncc2-c2nc3ccccc3s2)c1O	8.3	-4.4	-4	13	-10	19	11	-3	-6.5

An excerpt from above, reduced to GPR7 antag, PHOSPHO1 inh and GalR3 antag.
canonical_smiles	GPR7 antag	PHOSPHO1 inh	GalR3 antag
O=C1OC(Nc2nc(-c3ccc(F)cc3)cs2)c2ccccc21 (stereo unspecified)	0	-42	3
O=C(N1CCN(c2cccc(Cl)c2)CC1)C1(c2cccs2)CCOCC1	-3	-11	-11
O=C(NCc1ccccc1Cl)c1ccc2nnsc2c1	10	37	-3

Further entries follow:
SMILES	V1aR counter	IMP-1 inhibitor	NS3 helicase inh	GPR7 antag	FID counter	OXTR agonist	PHOSPHO1 inh	GalR3 antag	VIM-2 inh
COc1ccccc1NS(=O)(=O)c1cc(NC(=O)c2cnccn2)ccc1N1CCOCC1	1.1	-2.0	-14	-6	-20	0.5	23	9	-0.8
CN(C)S(=O)(=O)c1ccc(S(=O)(=O)N(CC(=O)Nc2ccccc2)CC2CCCO2)cc1 (stereo unspecified)	0.6	-2.1	2	-5	-4	0.7	5	-1	-0.5
O=C(Nc1ccc(C(=O)O)cc1)/C(=C\C=C\c1ccccc1)NC(=O)c1cccc(Br)c1	2.5	-1.1	6	2	-19	-0.6	8	-3	-3.7
Cn1c(=O)c2c(ncn2CCCc2ccccc2)n(C)c1=O	1.1	-1.3	-5	-11	-5	0.9	0	-2	-0.2
CCOC(=O)c1sc(NC(=O)CCCCl)nc1C	0.1	-2.8	-3	-5	-2	-1.0	-2	-11	-0.7
Cc1oncc1C(=O)Nc1cccc2ccccc12	.	-1.9	7	-2	-3	.	.	-4	-0.6
Cc1cccc(NC(=O)c2ccc(NCCO)c([N+](=O)[O-])c2)n1	1.3	-2.4	5	-8	-3	0.0	9	-4	-2.6
O=C(CCl)Nc1cn(-c2ccccc2)nc1-c1ccc(F)cc1	-0.8	0.2	-11	2	-4	-1.8	4	-4	1.2
c1ccc(COc2ccc(OCCCN3CCCC3)cc2)cc1	2.4	-2.7	-32	0	14	3.6	-14	1	-4.0
CCN(CC)c1ccc(NC(=O)COc2ccc(C#N)cc2)cc1S(=O)(=O)Nc1ccc(OC)cc1	1.4	-1.2	-11	7	-19	0.8	-2	-1	0.2
Cc1ccccc1N1CCN(C2CCCN(C(=O)c3cnsn3)C2)CC1 (stereo unspecified)	0.8	-2.8	2	-9	-22	1.4	4	-8	-1.0
CCOc1ccccc1-n1c(COc2ccccc2)nnc1SCC(N)=O	0.1	0.6	16	10	-26	-0.6	34	-7	0.7

In the list so far, two have a thiophene ring, fused or not:
SMILES	V1aR counter	IMP-1 inhibitor	NS3 helicase inh	GPR7 antag	FID counter	OXTR agonist	PHOSPHO1 inh	GalR3 antag	VIM-2 inh
Cc1nnc2n(Cc3ccccc3)c(=O)c3c4c(sc3n12)COC(C(C)C)C4 (stereo unspecified)	-1.0	-4.1	5	1	3	-2.0	46	0	-5.0
O=C(N1CCN(c2cccc(Cl)c2)CC1)C1(c2cccs2)CCOCC1	1.8	-1.5	-6	-3	-4	-2.2	-11	-11	-0.1

Later entries
SMILES	V1aR counter	IMP-1 inhibitor	NS3 helicase inh	GPR7 antag	FID counter	OXTR agonist	PHOSPHO1 inh	GalR3 antag	VIM-2 inh
Cc1ccc(CN2CCN(CCC(C)C)C(CCO)C2)s1 (stereo unspecified)	0.2	-2.7	0	-10	1	0.1	18	-8	-2.5
Cc1nn(C)cc1S(=O)(=O)Nc1ccccc1Br	1.9	-0.1	2	-3	0	0.5	.	-2	0.5
Cc1c(C(=O)OCC[N+]2(C)CCCCC2)oc2ccccc12	3.7	0.3	-8	-9	15	-0.8	20	-6	1.7
COc1ccccc1C1CC(=O)Nc2cc3c(cc21)OCCO3 (stereo unspecified)	3.2	-1.0	-2	11	-12	2.7	-45	-12	-1.3
O=C(O)C(c1ccccc1)C1(O)CCCC1 (stereo unspecified)	1.7	-1.7	-2	-6	5	0.2	12	-1	-0.2

An unsorted share of the library. Share with any hit: about 4.3%.
